CHRM1 agonist = agonists of human M1 muscarinic receptor. CHO-K1 hM1, Fluo-8 calcium fluorescence, agonist mode; 0% DMSO, 100% acetylcholine EC100. AID 588814. 0.33% of 360,000 active. activation, % at 3 µM;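 active = activation above the run's mean compound activation plus 3 SD, cut at about 16% in these data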;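 also: peak over basal fluorescence ratio within a 140 s kinetic read after compound addition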
Target sequence (P11229 whole entry, looked up): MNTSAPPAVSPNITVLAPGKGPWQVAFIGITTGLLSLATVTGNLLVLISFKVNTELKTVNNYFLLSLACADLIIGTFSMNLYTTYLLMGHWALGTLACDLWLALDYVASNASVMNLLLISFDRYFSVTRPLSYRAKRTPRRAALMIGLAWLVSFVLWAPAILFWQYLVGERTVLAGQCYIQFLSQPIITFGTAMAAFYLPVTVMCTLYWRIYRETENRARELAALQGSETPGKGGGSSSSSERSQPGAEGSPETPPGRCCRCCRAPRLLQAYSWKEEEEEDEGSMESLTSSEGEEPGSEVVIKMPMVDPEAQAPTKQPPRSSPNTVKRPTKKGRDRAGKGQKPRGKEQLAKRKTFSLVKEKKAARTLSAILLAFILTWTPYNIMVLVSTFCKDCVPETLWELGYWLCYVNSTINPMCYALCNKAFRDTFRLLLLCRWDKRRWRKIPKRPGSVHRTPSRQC
M1 antag = antagonists of human M1 muscarinic receptor; P11229; CHO-K1 hM1, Fluo-8 calcium fluorescence, ACh EC80 antagonist; inhibition, % at 3 µM; 1.3% of 360,000 active; AID 588852;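 active = percent inhibition above its own plate's cutoff, namely the mean of that plate's compound wells plus 3 SD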;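 also: peak over basal fluorescence ratio during 140 s after agonist addition; 0% = ACh EC80 plus DMSO and 100% = DMSO alone without agonist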
TAAR1 antagonist = antagonists of human TAAR1; 1.5% of 360,000 active; CHO RD-HGA16 TAAR1, Fluo-8 calcium fluorescence, antagonist; AID 624466; inhibition, % at 3 µM;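 active = inhibition above a per-plate cutoff, the mean inhibition of test compounds on that plate plus 3 SD, cut at about 49% in these data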;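 also: 0% = DMSO plus EC80 beta-PEA response and 100% = DMSO alone without agonist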
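Test system – hTAAR1-expressing CHO RD-HGA16 cells, Gα16-coupled · Reagent – β-PEA at EC80 concentration, post-compound challenge · Compound dosing – 3 µM, single point · Timing – 140 s kinetic read after compound, 140 s after agonist · Detection – Fluo-8 intracellular calcium dye fluorescence, real-time kinetic reads · Control set – DMSO and EC80 PEA controls · Repeats – n of 1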
CHO-K1 Ca antag = nonselective inhibitor or artifact in parental CHO-K1 cells. AID 602250. ATP-induced calcium, Fluo-8 fluorescence. 0.6% of 360,000 active. inhibition, % at 3 µM;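 active = inhibition above a per-plate cutoff, the plate's mean sample inhibition plus 3 SD, cut at about 24% in these data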;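 also: 0% = DMSO plus EC80 ATP and 100% = DMSO alone without ATP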
OXTR potentiate = potentiates the human oxytocin receptor response. P30559. CHO-OTR cells, Fluo-8 calcium fluorescence, potentiator mode; 0% = oxytocin EC15, 100% = EC100. activation, % at 3 µM. 0.061% of 320,000 active;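 active = activation above that plate's cutoff, the mean activation of tested compounds plus 3 SD, cut at about 6.6% in these data, passing the limit was not always enough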;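 also: 100% uses oxytocin at 75 nM as the full agonist control; some results filed as inactive read as strong as hits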
Target sequence (P30559 whole entry, looked up): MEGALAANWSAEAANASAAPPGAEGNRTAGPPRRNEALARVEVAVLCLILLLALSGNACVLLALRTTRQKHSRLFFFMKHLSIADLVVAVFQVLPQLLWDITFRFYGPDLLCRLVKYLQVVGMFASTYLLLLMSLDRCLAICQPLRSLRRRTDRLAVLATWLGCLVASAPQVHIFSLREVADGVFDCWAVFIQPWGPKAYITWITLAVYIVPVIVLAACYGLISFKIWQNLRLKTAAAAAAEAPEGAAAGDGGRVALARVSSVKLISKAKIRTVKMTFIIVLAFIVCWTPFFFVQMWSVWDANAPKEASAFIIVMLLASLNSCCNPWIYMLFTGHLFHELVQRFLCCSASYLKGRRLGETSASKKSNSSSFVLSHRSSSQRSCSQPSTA
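Assay system: CHO cell line stably expressing human OTR. Reagent: EC15 oxytocin agonist. Dosing: single dose, 3.0 µM nominal final compound concentration. Timing: compound 6 min at room temperature before oxytocin, 100 s read. Signal: kinetic Fluo-8 calcium fluorescence. Controls: oxytocin EC15 low and EC100 high.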
M1 PAM parental = M1 PAM counterscreen hit in parental CHO-K1 cells; ATP EC20, Fluo-8 calcium fluorescence; 0% at ATP EC20, 100% at ATP max; activation, % at 3 µM; 0.02% of 360,000 active; AID 602247;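 active = activation above the run cutoff, the mean activation of all test compounds plus 3 SD, cut at about 40% in these data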;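 also: peak over basal fluorescence ratio in a 140 s read after ATP addition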
CHO parental Ca = signal in parental CHO cells, OX1R antagonist counter-screen; 0.63% of 330,000 active; AID 463079; parental CHO-K1, ATP-induced calcium, Fluo-8 fluorescence; inhibition, % at 5.6 µM;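 active = inhibition above that plate's mean sample inhibition plus 3 SD, cut at about 26% in these data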;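 also: 0% = ATP-challenged DMSO wells and 100% = DMSO wells without ATP; some compounds past the cut are filed as inactive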
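Material: Parental CHO cells | Reagent: ATP | Compound dosing: Single nominal dose of 5.6 µM per compound | Detection: Intracellular calcium via Fluo-8 no-wash fluorescent dye | Read-out: % inhibition of ATP-induced calcium mobilization | Benchmarks: Low control ATP plus DMSO, high control DMSO only | Replicates: Singlicate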
TAAR1 ag = agonists of human TAAR1. Q96RJ0. 0.99% of 360,000 active. CHO RD-HGA16 TAAR1, Fluo-8 calcium fluorescence; vehicle wells 0%, saturating PEA agonist 100%. activation, % at 3 µM;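 active = activation above the mean activation of all test compounds in the run plus 3 SD, cut at about 38% in these data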
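Test system: RD-HGA16 (CHO) cells co-expressing Gα16 and hTAAR1; dosing: one-point dosing at 3 µM (nominal); timing: 17-24 h seeding, 75 min 37 °C dye, 30 min RT; signal: kinetic Fluo-8 calcium fluorescence; read-out basis: % activation relative to PEA EC100 response; controls: DMSO and PEA EC100; replicates: n 1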
M1 ag parental = M1 agonist counterscreen hit in parental CHO-K1 cells; Fluo-8 calcium fluorescence; scaled to maximal ATP response, vehicle zero; activation, % at 3 µM; 0.48% of 360,000 active; AID 602248; in the data active = activation above about 15%;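 also: untransfected CHO-K1 host cells lacking M1 receptor as counterscreen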
Numbers without * were called inactive; · = no result given.

SMILES	CHRM1 agonist	M1 antag	TAAR1 antagonist	CHO-K1 Ca antag	OXTR potentiate	M1 PAM parental	CHO parental Ca	TAAR1 ag	M1 ag parental
COc1ccc(NC(=O)CC2CCCC2)cc1OC	1	-7	-10	-19	-5	11	-7	2	0.5
COc1cc(C2N(C)CCC3(OCCO3)C2(C)C)cc(OC)c1OC (stereo not drawn)	-8	0	4	-5	1	6	-5	-1	-0.1
COc1ccc(OCC(O)CNC(=O)/C=C/c2cccc([N+](=O)[O-])c2)cc1 (stereo not drawn)	-6	1	-12	5	-8	7	-16	4	2.0
COCc1nnc(NC(=O)c2ccc(S(=O)(=O)N3CCCC3)cc2)o1	0	-7	-9	14	4	-15	-7	1	-0.1
Cc1ccc(S(=O)(=O)N2CCN(C(=O)CCN3C(=O)c4ccccc4C3=O)CC2)cc1C	-10	-1	3	3	-7	9	-16	0	1.2
CCCCn1c(N)c(N(CCOC)C(=O)c2ccc(-c3ccc([N+](=O)[O-])cc3)o2)c(=O)[nH]c1=O	-2	-1	-25	-7	2	-13	2	6	1.6
O=C(O)CCCC(=O)OCCCCc1cccs1	-4	1	-7	-2	-1	16	-3	1	1.1
O=C(COc1ccccc1)NCC1(N2CCCCC2)CCCCC1	-3	-5	14	-8	2	-2	-16	0	-0.7
Cc1ccc2nc(N3CCN(S(=O)(=O)c4ccc5c(c4)OCCO5)CC3)c(C#N)cc2c1	-7	21	8	-5	-6	4	-11	14	1.6
O=C(Oc1coc(CSc2nnc(NC(=O)c3cccs3)s2)cc1=O)c1ccccc1	-6	1	2	1	-1	6	-11	1	-0.2
COc1ccc(C(=O)Nc2cccc(-c3ccc(N4CCOCC4)nn3)c2)cc1OC	-2	9	27	0	5	4	-19	15	5.2
c1ccc(-c2cc(-c3ccccc3)n3ncnc3n2)cc1	-7	-3	13	-15	-7	10	-7	1	1.7
Cc1ccc2nc(NCc3ccc(F)cc3)c3nncn3c2c1	-2	-15	0	2	-5	22	-18	-1	0.0
CCOC(=O)CC(NC(=O)c1cc2cccc(OC)c2oc1=O)c1cccc([N+](=O)[O-])c1 (stereo not drawn)	-3	-8	16	-7	-9	13	-17	1	0.2
Cc1cc2ccccn2c1C(=O)Nc1ccc(Cl)cc1	-5	3	-11	-14	-4	14	-29	19	1.2
O=C(c1ccccc1-c1ncc[nH]1)N1CCc2c([nH]c3ccccc23)C1c1ccccn1 (stereo not drawn)	-7	-3	32	-3	-7	12	-16	8	2.7
O=C(/C=C/c1ccccc1)Oc1ccccc1C(=S)N1CCOCC1	-3	2	18	-18	-2	14	-17	6	4.1
CCOC(=O)C1=C(N)Oc2cc(O)ccc2C1c1cccnc1 (stereo not drawn)	-1	-2	-9	-6	0	10	-1	5	0.6
Cc1ccc2[nH]c(C(=O)N3CCCCC3)cc2c1	-4	-19	-14	-3	-12	8	-24	1	0.3
CC(=O)NC1CCCN(O)C(=O)/C=C(\C)CCOC(=O)C(NC(C)=O)CCCN(O)C(=O)/C=C(\C)CCOC(=O)C(NC(C)=O)CCCN(O)C(=O)/C=C(\C)CCOC1=O (stereo not drawn)	0	-9	·	20	0	-15	-9	·	-0.4

5 compounds from above, showing only OXTR potentiate.
| canonical_smiles | OXTR potentiate |
| --- | --- |
| Cc1cc2ccccn2c1C(=O)Nc1ccc(Cl)cc1 | -4 |
| O=C(c1ccccc1-c1ncc[nH]1)N1CCc2c([nH]c3ccccc23)C1c1ccccn1 (stereo not drawn) | -7 |
| O=C(/C=C/c1ccccc1)Oc1ccccc1C(=S)N1CCOCC1 | -2 |
| CCOC(=O)C1=C(N)Oc2cc(O)ccc2C1c1cccnc1 (stereo not drawn) | 0 |
| Cc1ccc2[nH]c(C(=O)N3CCCCC3)cc2c1 | -12 |

(continued)
SMILES	CHRM1 agonist	M1 antag	TAAR1 antagonist	CHO-K1 Ca antag	OXTR potentiate	M1 PAM parental	CHO parental Ca	TAAR1 ag	M1 ag parental
Cc1ccc(N=Cc2cc3c(cc2O)OC(N)=C(C#N)C3c2ccccc2)cc1 (stereo not drawn)	-6	0	-45	-6	-6	12	1	10	-0.3
Cc1cc(NC(=O)c2ccccc2F)n(-c2nc3ccccc3[nH]2)n1	-2	1	37	-12	-5	21	-25	2	0.6
CC(C)CC1NC(=O)N(CC(=O)Nc2cc([N+](=O)[O-])ccc2F)C1=O (stereo not drawn)	12	1	-19	9	-8	14	-15	3	0.1
COc1cc(C(=O)NC(C)c2cnn(-c3ccccc3C)c2C)cc(OC)c1OC (stereo not drawn)	-5	8	6	14	-4	-13	-12	11	0.1
CCCCCCCCSc1nnc(/N=C/N(C)C)s1	-2	-9	1	-10	4	13	-3	0	3.8
Cc1ccc(Cn2c(C)nc3ccc([N+](=O)[O-])cc3c2=O)cc1	-3	-6	18	-1	-13	6	13	1	4.6
Cc1nccn1CCCNC(=O)c1nc(Cn2cc([N+](=O)[O-])cn2)no1	-10	11	-23	7	-8	20	0	1	-0.7
Cc1cc(C)c2c(NC(=S)NC(=O)c3ccccc3)nn(C)c2n1	-4	-3	-21	-17	-2	-6	-8	1	1.3
CCn1nnnc1NC(=O)c1cccc(OC)c1	-5	-15	-12	-13	-4	17	6	1	0.9
Cc1ccc(S(=O)(=O)N2CCN(CC(=O)N/N=C/c3ccc(C)o3)CC2)cc1	-6	-11	-17	-5	3	10	-8	0	-0.1
CCn1c(CNc2ccccc2Cl)nnc1SCC(=O)OC1CCCCC1	-9	15	2	-19	-14	10	-21	6	7.3
COc1ccc(NS(=O)(=O)c2cc(N=Nc3c(O)[nH]c(=O)[nH]c3=O)ccc2OC)cc1Br	-8	-22	-1	19	·	-10	·	1	0.1
Cc1ccc2nc(SCCC(=O)O)cc(C)c2c1	-5	-16	6	0	3	14	-16	7	-0.5
Cc1cc(C)cc(Oc2nc(-c3ccccc3)cc(C)c2S(C)(=O)=O)c1	-4	4	19	11	-8	-6	-14	14	-0.5
COc1ccc(NS(=O)(=O)c2cn(C)cn2)c(OC)c1	1	-13	-17	-9	-22	20	-6	2	0.3
FC(F)(F)c1cc(-c2ccco2)nc(NCc2cccnc2)n1	-1	1	0	12	-8	-15	-31	4	-0.4
Cc1cc(C)c2cc(C(=O)Nc3ccc(C)c(F)c3)[nH]c2c1	-3	-5	7	-11	·	-1	·	1	0.6
COC(=O)c1ccc(CSc2nnc(-c3ccccc3)n2C)o1	-4	-2	23	3	-9	1	-19	-1	-0.1
Cc1ccc2cc(C(c3nnnn3C3CCCC3)N(Cc3ccco3)Cc3cccs3)c(=O)[nH]c2c1 (stereo not drawn)	-5	-11	-5	2	-3	8	-27	3	0.3
O=C(CCN1C(=O)/C(=C/c2ccccc2Cl)SC1=S)NCCc1ccc(O)cc1	1	-8	38	-6	-8	9	-19	5	1.6

Look-ups from above:
CC(C)CC1NC(=O)N(CC(=O)Nc2cc([N+](=O)[O-])ccc2F)C1=O (stereo not drawn) @ M1 PAM parental: 14
COc1cc(C(=O)NC(C)c2cnn(-c3ccccc3C)c2C)cc(OC)c1OC (stereo not drawn) @ CHO-K1 Ca antag: 14

Going on with the list.
SMILES	CHRM1 agonist	M1 antag	TAAR1 antagonist	CHO-K1 Ca antag	OXTR potentiate	M1 PAM parental	CHO parental Ca	TAAR1 ag	M1 ag parental
CCNC(=O)Cc1c(OC)ccc2cc(Br)ccc12	-11	4	-4	-5	0	8	-9	10	-0.4
COc1ccc(NC(=O)CN2CCN(S(=O)(=O)c3cccs3)CC2)cc1Cl	-4	1	-1	-14	-9	-4	-19	4	7.1
COC(=O)c1ccc(OC)c(CSc2nnc(COc3ccccc3)o2)c1	-7	-1	11	-12	-4	19	20	1	0.9
CCN1CCN(c2ccc(S(=O)(=O)N3CCCCC3)cc2NC(=O)c2cccc(C(F)(F)F)c2)CC1	1	-8	-29	-16	-6	13	-15	9	2.5
Cc1nn(C(C)C)c(C)c1CN1CCN(Cc2ccsc2)C(CCO)C1 (stereo not drawn)	-11	2	-17	2	-5	9	-5	6	-0.2
O=C1C(=O)N(CCN2CCOCC2)C(c2ccccn2)/C1=C(/O)c1ccccc1 (stereo not drawn)	-3	7	-6	-6	-10	4	-7	9	0.8
O=C(COc1coc(CN2CCc3ccccc3C2)cc1=O)Nc1ccc(F)cc1	-3	-14	-11	-3	-12	10	-20	2	1.1
CCCCn1c(=O)[nH]c(=O)c2c1ncn2Cc1ccco1	-5	1	·	-14	3	22	-9	·	0.6
CCC(C)(C)NC(=O)/C=C/c1ccccc1[N+](=O)[O-]	-3	8	6	10	2	-22	8	4	0.0
O=C(Nc1ccc(F)cc1)NC1CCCc2ccccc21 (stereo not drawn)	-3	7	-6	0	-2	-8	5	-1	3.1
CCn1c(C)cc(/C=C2\NC(=O)N(CC(=O)Nc3cccc(C)c3)C2=O)c1C	-2	-6	-19	4	-14	13	13	0	-0.1
C/C(CC1CC(COCC(C)C)OC1=O)=N\Nc1nc(-c2ccccc2)cs1 (stereo not drawn)	-2	7	14	-5	-2	18	0	-2	0.2
COC(=O)c1ccc(N2CCN(C)CC2)c(NC(=O)c2ccc(-c3ccc(Cl)cc3)o2)c1	-2	14	·	10	-1	-18	-19	·	0.5
Cc1onc(-c2ccccc2)c1C(=O)OCCOc1cccc(Cl)c1	1	-5	22	-10	-10	3	-35	2	0.7
Cc1cc(C)cc(N=C(NO)c2cccc([N+](=O)[O-])c2)c1	-2	11	-9	7	-6	-3	-11	13	0.2
Cc1ccccc1N1C(=O)C2ON(c3ccccc3)C(c3ccncc3)C2C1=O (stereo not drawn)	-4	0	-8	3	2	-1	-13	10	-0.1
Cc1ccc(Cl)cc1N1CCN(C(=O)c2cc3c(=O)n(C)c4ccccc4c3n2C)CC1	-5	-4	-8	-7	-8	19	-22	-1	0.5
CCOC(=O)C1CCN(c2ccccc2CN2CCN(c3ccccc3OCC)CC2)CC1	-7	48*	·	20	-7	-8	-17	·	5.0
CCN1CCN(c2ccc(S(=O)(=O)N3CCCCC3)cc2NC(=O)Cc2ccccc2F)CC1	-7	1	-11	4	-3	9	-18	1	0.4
COC(=O)c1sccc1NC(=O)/C=C/c1ccc(Cl)cc1	-3	-14	8	-8	-13	13	-23	-1	0.8
COc1ccc(C(=O)NCc2cn3cccc(C)c3n2)cc1OC	-6	15	0	7	3	-6	2	2	-0.4
CCC(C)(C)NC(=O)C(c1ccccn1)N(C(=O)c1csnn1)c1ccc(C)c(C)c1 (stereo not drawn)	2	-2	-4	-19	-12	22	-20	8	-0.2
